# MT stabilize HCS: microtubule stabilization, imaging screen | % tubulin-high responders, % at 10 µM | HeLa tubulin immunostaining HCS, 24 h; share of cells brighter than vehicle mean+2SD | 0.83% of 200,000 active | AID 2205;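 active means plate Z-score above 3 for both tubulin-high and condensed-nucleus cell shares, with cell loss under 80%, at 10 µM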;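 further: anti alpha tubulin signal scored within the nucleus-defined area of each cell; some results filed as inactive read as strong as hits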
# b-catenin transl: alters nuclear translocation of beta-catenin in HeLa cells; immunofluorescence imaging; nuclear translocation activity, % at 5 µM; 0.3% of 190,000 active;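 active means nuclear translocation activity above 50% at 5 µM, with a well cell count of 50 or more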;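 further: per-cell ratio of nuclear to cytoplasmic median beta-catenin stain intensity; plate controls were DMSO negative control for no effect and GSK-3 inhibitor IX positive control for full effect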
#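 Signal – beta-catenin immunofluorescence imaging with DAPI · Test system – human HeLa cell line · Dosing – 5 µM primary single dose, 0.1% DMSO, 0.02–20 µM confirmation series · Measure – % activation, nuclear-to-cytoplasmic median beta-catenin signal ratio per cell · Incubation – 24 h compound exposure at 37°C, 5% CO2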
# T cell modulator: T cell immune modulation candidate. 2C CD8+ T cell-vesicle binding, flow cytometry; active compounds read low. calls only at 7 µM. 0.068% of 330,000 active;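 active means response, share of CD8 T cells binding vesicles, and their 90th percentile fluorescence all below set limits, cut at about 80% in these data, passing the limit was not always enough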
#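 Material: 2C TCR transgenic mouse naive CD8+ T cells, MACS-purified. Also added: QL9-charged Drosophila Ld/ICAM-1/B7-1 vesicles. Timing: binding 1.5 h at 37 °C. Measured by: high-throughput flow cytometry with anti-B7-1 and anti-CD8 staining. Read-out: percent CD8+ FL2 mean versus row control. Controls: Unloaded micro-vesicles (low), QL9 vesicles with 0.7% DMSO (high).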
# TNAP activation fold: stimulation of alkaline phosphatase TNAP activity – biochemical, luminescent, no phosphate acceptor, uHTS, primary screen (AID 1001); 0.03% of 200,000 active; purified TNAP, luminescent activation assay, no phosphate acceptor; higher activation fold means a stronger effect; one-dose activation fold at 20 µM; EC50 in µM for titrated hits; in the data active means activation fold from about 3, or a potency from the dose series; inactive means the rest, 99 in 100 with activation fold below about 1.6; further: many of its hits are not listed in these tables
# human PMI inhibition: inhibitors of human PMI, primary screen, biochemical, fluorescence intensity, coupled assay (AID 1209); purified PMI enzyme, coupled fluorescence intensity; higher % means a stronger effect; one-dose inhibition, % at 20 µM; IC50 in µM for titrated hits; 0.42% of 190,000 active; in the data active means inhibition above about 50%;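 further: plate controls were DMSO vehicle for no effect and wells lacking substrate for full effect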
# Insulin prom up: MIN6 insulin promoter up-regulation. MIN6 insulin promoter-GFP reporter, high-content imaging; active compounds read high. z-score at 5 µM. 0.3% of 190,000 active. AID 1625;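 active means z-score above 3 at 5 µM with at least 500 cells counted in the well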
# Myeloid diff 2: compounds promoting myeloid differentiation; ER-HoxA9 myeloid progenitors, lysozyme-GFP differentiation, flow cytometry; calls only at 10 µM; 1% of 360,000 active; AID 624256;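 active means normalized GFP-positive differentiation at or above the plate's own cutoff, the solvent-only control mean plus 3 SD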;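 further: cells exposed to compound for four days before flow analysis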
# Hep lipid drop: modulators of hepatic lipid droplet formation; AML12 mouse hepatocytes, oleate lipid droplets, BODIPY imaging; inhibition, % at 6.5 µM; 0.4% of 240,000 active; AID 1656;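 active means lipid droplet intensity inhibited by at least 50%, with more than 500 cells counted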
#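 Test system: AML12 mouse liver cells; schedule: overnight exposure; technique: high-content imaging of BODIPY-stained droplets and DAPI nuclei; read-out: % inhibition of corrected integrated BODIPY droplet signal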
# Dynein transport: dynein cargo transport inhibition | 3617.4 mouse cells, GR-EGFP nuclear translocation imaging; test concentration mostly 20 µM; stimulated with dexamethasone, 1 µM; active compounds read low | z-score, hits read low | 0.47% of 220,000 active;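 active means plate z-score of nuclear minus cytoplasmic receptor signal below a set negative limit, without overly bright fluorescence or cell loss, cut at about -3.5 in these data, passing the limit was not always enough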;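 further: z-score of nuclear minus cytoplasmic ring GR-EGFP intensity difference per well; some compounds called inactive have numbers as strong as hits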
#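 Also added – dexamethasone, 1.0 µM final · Buffer or medium – tet-free, stripped-serum medium · Schedule – induction 48 h, compound 1 h, agonist 30 min · Detection – formaldehyde fixation, Hoechst nuclear stain, 10x automated fluorescence imaging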
# Dynein transport cytoplasmic EGFP: second read-out of Dynein transport, no call of its own (marks repeat the call); z-score; measured here: cytoplasmic GR-EGFP intensity; active compounds read high
# Dynein transport nuclear GR-EGFP: recorded beside Dynein transport, whose call it bears; z-score; measured here: nuclear GR-EGFP intensity;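 lower value marks the stronger effect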
# Dynein transport cell count: recorded beside Dynein transport, whose call it bears; z-score; measured here: cell count per field
# Insulin prom up cell count: further read-out of Insulin prom up, marked with its call; cell count; measured here: cytotoxicity, nuclei count;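 total cells summed across four imaged fields per well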
# Hep lipid drop cells 6.5 µM: second read-out of Hep lipid drop, no call of its own (marks repeat the call); cell count; measured here: cell count, cytotoxicity flag;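 cells counted across two imaged fields per well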
# b-catenin transl cell count 5 µM: recorded beside b-catenin transl, whose call it bears; cell count; measured here: cell count, cytotoxicity flag
# T cell modulator vesicle-bound %: second read-out of T cell modulator, no call of its own (marks repeat the call); double positive events, %; measured here: CD8+ vesicle-bound cell fraction;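 binding gate set so that unloaded-vesicle control wells show 10% double positive cells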
# MT stabilize HCS Hoechst-high %: second read-out of MT stabilize HCS, no call of its own (marks repeat the call); % Hoechst-high responders; measured here: nuclear condensation Hoechst responders;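 share of cells brighter than vehicle mean plus two SD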
# MT stabilize HCS cytotoxicity %: also measured in MT stabilize HCS; calls as there; toxicity, %; measured here: cytotoxicity by cell density;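 0% = mean cell density of plate MIN control wells and 100% = no cells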
# Myeloid diff 2 GFP+ MAC1+ %: further read-out of Myeloid diff 2, marked with its call; GFP+ MAC1+ double positive, %; measured here: differentiation confirmed by MAC1 staining
# * hit, by the source's call; i = inactive; . = not tested or not shown.
SMILES,MT stabilize HCS,MT stabilize HCS Hoechst-high %,MT stabilize HCS cytotoxicity %,b-catenin transl,b-catenin transl cell count 5 µM,T cell modulator,T cell modulator vesicle-bound %,TNAP activation fold,human PMI inhibition,Insulin prom up,Insulin prom up cell count,Myeloid diff 2,Myeloid diff 2 GFP+ MAC1+ %,Hep lipid drop,Hep lipid drop cells 6.5 µM,Dynein transport,Dynein transport cytoplasmic EGFP,Dynein transport nuclear GR-EGFP,Dynein transport cell count
CCOC(=O)C(C)Oc1cccc2c(=O)n(CC(=O)Nc3ccc4c(c3)OCCO4)ccc12 (stereo not drawn),5.7,2.5,2.4,-1.0,1177,i,22.7,0.8,0.4%,-0.74,958,i,1.9,.,.,-0.339,-0.187,-0.171,0.358
Cc1nn(Cc2ccc(F)cc2)c(C)c1NC(=O)c1cnn2cccnc12,3.1,1.3,0.5,.,.,i,16.2,1.1,-0.6%,-0.73,1340,i,8.6,1.1,742,-0.197,-0.166,-0.0115,-0.705
Cc1noc(-c2ccccc2)c1NC(=O)Nc1ccccc1,.,.,.,-2.2,1129,i,5.5,.,.,0.14,1330,i,0.4,0.7,744,-0.756,-0.247,-0.425,0.802
COc1ccc(C2c3[nH]c4ccccc4c3CCN2CCCn2cccn2)c(F)c1 (stereo not drawn),.,.,.,0.3,1291,i,27.7,.,.,0.89,1154,i,0.5,1.5,745,1.32,-0.228,0.682,-0.212
O=C(CN1C(=O)c2ccccc2C1=O)Nc1ccccc1C(=O)NC1CCCCCC1,5.5,2.5,3.2,1.2,1009,i,27.2,1.1,-12.7%,-0.08,1220,i,1.6,5.9,746,-0.218,-0.141,-0.396,-0.679
NC(=O)CC(NC(=O)Cc1cccc2ccccc12)c1ccc(NCCc2cccc(F)c2)c([N+](=O)[O-])c1 (stereo not drawn),.,.,.,0.9,1375,i,51.2,.,.,0.23,977,i,2.4,20.5,642,0.152,-0.624,0.167,-0.415
COCCOC(=O)c1c(C)oc2ccc(NS(=O)(=O)c3ccc(F)cc3)cc12,.,.,.,1.0,1332,i,42.4,.,.,-0.3,1083,i,1.0,5.8,674,0.254,-0.258,0.542,-0.122
CCN(CCCNC(=O)CCNC(=O)Cn1cnc2ccccc2c1=O)c1ccccc1,4.7,2.7,15.8,4.3,1332,i,42.2,1.1,14.9%,-0.32,1304,i,1.4,.,.,-0.0485,-0.172,-0.299,0.222
CC(=O)c1sc(N/N=C2\CC3CCC2(C)C3(C)C)nc1C (stereo not drawn),3.2,3.0,6.2,1.3,1506,i,41.9,1,.,-0.87,1561,i,0.3,-2.1,696,-0.55,-0.286,-0.247,0.211
Cc1ccc(C(=O)NCCSc2snnc2C)cc1,1.0,1.0,2.1,-2.2,1049,i,12.3,1.1,20.8%,2.05,1760,i,0.8,-11.4,629,0.995,0.0629,0.0651,-1.02
O=C(Nc1ccccc1C(F)(F)F)c1cc2ncc(CCCl)cn2n1,5.3,1.6,8.9,.,.,i,31.3,1.1,-1.5%,-0.26,1265,i,0.4,-4.1,714,-0.896,-0.245,-0.815,0.728
O=C(N/N=C/c1cccnc1)c1ccccc1NS(=O)(=O)c1cccs1,2.7,1.9,5.3,-2.1,1102,i,29.8,1.1,-0.8%,0.36,1082,i,1.0,26.6,680,-0.367,-0.229,0.089,0.129
O=C(CSc1nnc(-c2ccco2)c(-c2ccco2)n1)c1ccccc1,2.2,2.7,8.2,-1.0,1528,i,37.6,1.2,.,0.64,1644,i,0.7,3.7,680,-0.111,0.187,0.0367,-1.59
CC1(C)CC(=O)C2=C(C1)Oc1ncn(CCCO)c(=N)c1C2c1ccccc1 (stereo not drawn),2.0,1.5,6.5,-0.6,1106,i,12.5,1.1,2.3%,.,.,i,3.4,.,.,-0.157,-0.176,-0.0723,0.121
CCOC(=O)C1=C(C)N=C2SCCC(=O)N2C1c1ccc(C(=O)OC)cc1 (stereo not drawn),2.0,1.4,5.9,.,.,i,49.5,1.1,-3.2%,0.16,958,i,0.0,.,.,-1.1,0.0309,-0.577,0.865
CC(C)Oc1ccc(OCCn2c(=S)[nH]c3c(N)ncnc32)cc1,2.1,2.7,8.4,.,.,i,20.0,0.9,54.9%*,-0.01,1210,i,0.6,16.4,776,-1.04,-0.304,-0.378,0.374
COC(=O)CN1CC(=O)N(c2ccccc2)C1=S,2.6,2.3,8.2,7.2,756,i,14.2,1.1,6.6%,0.48,1648,i,1.3,-5.3,725,-0.319,-0.328,0.178,0.406
COc1ccc(Nc2cc(Cl)nc(N)n2)cc1,2.4,2.3,4.8,1.4,1086,i,6.1,1.1,21.0%,-0.73,1400,i,0.1,-14.7,722,0.383,-0.146,0.136,0.477
CCOC(=O)Nc1ccc2c(c1)N(C(=O)OC)c1ccccc1CC2,34.3*,17.5*,56.7*,15.8,1246,i,49.3,1.1,-1.3%,-0.24,1431,i,0.3,.,.,-0.944,-0.283,-0.334,-0.11
CCOC(=O)c1c(NC(=O)CCN2CCOCC2)sc2c1CC(C)(C)OC2,2.0,1.8,1.5,-1.0,742,.,.,1,-2.8%,-0.97,649,i,5.6,.,.,-1.78,-0.159,-0.311,0.0106
C=CCn1c(CNC(=O)c2ccco2)nnc1SCC(=O)c1ccc(OC)cc1,1.6,1.9,8.7,-3.6,1049,i,19.0,1,-0.1%,-0.14,1562,i,0.1,10.0,672,-0.828,0.0218,0.00768,0.242
CC(=O)Nc1ccc(-n2cnnn2)cc1,3.9,2.4,6.4,.,.,i,48.2,1.1,1.9%,.,.,i,1.3,-15.7,715,-0.0488,-0.196,-0.105,0.678
Nc1sc2c(c1C(=O)NC1CCS(=O)(=O)C1)CCCC2 (stereo not drawn),3.9,2.2,8.4,0.0,1059,i,55.1,1.1,1.6%,0.6,1766,i,2.9,-12.7,668,-0.776,-0.223,-0.453,0.571
CC(C)N(Cc1nc(-c2ccccc2)no1)S(=O)(=O)c1ccccc1,2.4,3.3,4.5,1.8,1164,i,25.4,1.1,10.2%,-0.26,920,i,1.5,.,.,-0.239,-0.213,-0.115,-0.196
CCC(C(=O)NNC(=O)c1cnccn1)c1ccccc1 (stereo not drawn),3.4,2.4,15.9,-1.9,1030,i,17.3,2.5,19.9%,.,.,i,1.8,-2.9,464,1.03,-0.268,0.216,-0.865
C=CCc1c(C)nc(C)nc1N/N=C/c1ccc([N+](=O)[O-])cc1,1.3,1.9,8.6,.,.,i,42.1,1,-7.5%,1.58,950,i,1.2,-14.6,721,-0.467,0.201,-0.104,0.325
CCCN1CC=C2C(C#N)=C(N)C(C#N)(C#N)C(c3cc(OC)ccc3OC)C2C1 (stereo not drawn),1.8,0.5,3.8,-2.3,1469,i,63.5,1,14.1%,.,.,i,0.8,.,.,-2.78,26,2.72,0.148
Cc1cc(=O)[nH]c(SCC(=O)NC(c2ccccc2)c2ccccc2)n1,2.8,3.3,7.4,-5.2,1169,i,35.2,1.1,-10.0%,-0.65,1424,i,0.4,14.3,671,-0.558,-0.259,0.278,0.575
C/C=C(\C)CN1CCN(c2cccc(C)c2C)CC1,3.6,1.7,4.5,1.9,1251,i,35.1,1,-2.0%,-0.28,1631,i,4.1,.,.,-0.744,-0.258,-1.07,0.858
Cn1cc(C(c2ccccn2)c2cn(C)c3ccccc23)c2ccccc21,4.0,2.5,5.5,1.1,1172,i,64.5,1.1,2.4%,-0.58,900,i,1.0,-11.7,778,-0.137,0.403,0.323,0.121
CCC(C)N(C(=O)Cn1nnc2ccccc21)C(C(=O)NCc1ccco1)c1cccc(OC)c1 (stereo not drawn),5.8,2.3,6.5,-7.4,902,i,30.4,1.1,-1.7%,-0.36,1291,i,4.6,.,.,-0.415,-0.128,0.297,0.0922
CNC(=O)c1[nH]cnc1C(=O)Nc1ccc(Cl)cc1,.,.,.,0.6,1358,i,38.8,.,.,0.45,1477,i,0.2,16.0,767,-0.361,-0.255,-0.2,0.21
CCn1c(SCC(=O)N2CCCCC2)nc2c(c1=O)SC(C)C2 (stereo not drawn),4.0,3.3,6.8,3.2,1016,i,23.2,1,13.2%,-0.04,1805,i,1.8,-2.4,688,-0.0196,-0.155,0.216,0.0466
COc1cccc(C(=O)COc2ccc3c(C)c(Cc4ccccc4)c(=O)oc3c2)c1,5.2,2.0,4.2,4.1,888,i,13.5,1.2,11.7%,.,.,i,0.1,7.3,462,-0.0153,-0.121,1.09,-0.548
Cc1noc(C)c1CSc1nnnn1-c1ccc(Cl)cc1,1.5,2.6,14.8,0.0,1143,i,33.2,1,-16.5%,-0.17,1267,i,0.6,.,.,-0.847,-0.214,-0.419,0.76
C=CC[n+]1c(-c2ccc(C)cc2)csc1Nc1ccc(NC(C)=O)cc1,3.5,2.2,5.1,3.2,993,.,.,1,-10.0%,-1.44,1158,i,0.2,-20.3,640,-0.606,0.374,0.0782,-0.548

# Screening results from PubChem.
